Screening data deposited in PubChem by several laboratories.
Efa HMGR inh: blocks class II HMG-CoA reductase of Enterococcus faecalis. purified E. faecalis HMGR, NADPH absorbance 340 nm kinetic. inhibition, % at 10 µM. 0.41% of 190,000 active. AID 1066;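 active = inhibition above a set limit, the median over all tested compounds plus 3 SD, cut at about 9.5% in these data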;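 note: enzyme runs in reverse so mevalonate oxidation gives rising NADPH absorbance; 0% = complete reaction with DMSO and 100% = background rate lacking mevalonate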
TNAP act hi DEA: activators of human TNAP at high phosphate acceptor concentration | P05186 | purified TNAP, CDP-star luminescence, 1 M DEA, 30 min; hits give high values; 0 = EDTA background, 1 = DMSO-only activity | activation factor at 20 µM | 200,000 tested, under 10 active | AID 1136;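 active = activation factor at least 2 at 20 µM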
Target sequence (P05186 whole entry, looked up): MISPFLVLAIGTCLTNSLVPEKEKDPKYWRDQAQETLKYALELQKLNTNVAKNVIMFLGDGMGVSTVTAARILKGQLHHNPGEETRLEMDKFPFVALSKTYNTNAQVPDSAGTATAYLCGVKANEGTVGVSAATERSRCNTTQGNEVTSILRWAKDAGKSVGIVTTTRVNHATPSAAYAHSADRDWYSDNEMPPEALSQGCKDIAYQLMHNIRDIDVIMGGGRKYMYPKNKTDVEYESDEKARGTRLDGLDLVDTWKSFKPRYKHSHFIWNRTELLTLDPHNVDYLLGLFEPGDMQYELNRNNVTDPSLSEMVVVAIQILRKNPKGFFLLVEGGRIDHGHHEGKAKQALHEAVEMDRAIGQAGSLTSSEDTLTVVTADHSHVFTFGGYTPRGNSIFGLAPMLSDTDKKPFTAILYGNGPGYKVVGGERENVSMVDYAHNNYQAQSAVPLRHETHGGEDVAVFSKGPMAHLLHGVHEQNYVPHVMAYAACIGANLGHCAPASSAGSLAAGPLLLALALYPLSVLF
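system = human TNAP | amount = enzyme diluted 1/800 final | reagent = 100 µM CDP-star substrate | signal = luminescent substrate turnover signal | dosing = one dose, 20 µM | benchmarks = EDTA negative control, DMSO positive control | measure = activation factor | timing = 30 min reaction, room temperature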
G6PDH CS: inhibits Leuconostoc G6PDH, flagging false hits in G6PDH-based assays | Purified L. mesenteroides G6PDH, diaphorase/resazurin coupled fluorescence, 45 min | inhibition, % at 5 µM | 0.12% of 200,000 active; in the data active = inhibition above about 50%
TNAP inh hi DEA: blocks human TNAP under high phosphate acceptor concentration; AID 1135; 0.03% of 200,000 active; P05186; inhibition, % at 20 µM; purified TNAP, CDP-star luminescence, 1 M DEA;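 active = over 50% inhibition of tissue-nonspecific alkaline phosphatase at 20 µM in the single-dose screen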;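 note: plate controls were DMSO wells for no effect and EDTA-quenched wells as full inhibition for full effect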
Diaph inh CS: counter-screen for diaphorase-based assays: diaphorase inhibitors and chemical oxidizers; inhibition, % at 20 µM; AID 1217; 0.69% of 190,000 active; diaphorase resazurin-to-resorufin fluorescence, NADH, 16 min; bacterial (C. kluyveri) enzyme, not human;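 active = primary screen inhibition at 20 µM above a set limit, cut at about 50% in these data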;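 note: plate controls were DMSO with full reaction for no effect and wells lacking NADH for full effect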
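Benchmarks: positive control wells lacking NADH, neutral wells with DMSO only. System: bacterial diaphorase enzyme (C. kluyveri). Input: 0.14 U/mL diaphorase, enzyme working solution. Detection: resorufin fluorescence, excitation 544 nm, emission 590 nm. Times: 16-min room-temperature incubation before reading.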
Diaphorase act: counter-screen for diaphorase-based assays: diaphorase activators and chemical reducers; Diaphorase/resazurin coupled assay, resorufin fluorescence, 16 min; hits give high values; 1 = vehicle wells, 0 = NADH-free wells; activation factor at 20 µM; 0.005% of 190,000 active; AID 1229;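 active = diaphorase activity raised at least twofold by the compound at 20 µM; inactive = activation factor below 2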
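Test system: Clostridium kluyveri diaphorase, purified enzyme; input: enzyme 0.07 U/mL final; buffer or medium: 50 mM HEPES pH 7.4 with 4.542 mM MgCl2, 0.005% Tween 20; also added: 0.114 mM NADH and 0.1 mM resazurin, final amounts; schedule: 16 min enzyme reaction, ambient temperature; technique: fluorescence of resorufin, 544 nm excitation, 590 nm emission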
PMI act: increases human mannose-6-phosphate isomerase activity; P34949; purified human PMI, coupled resazurin fluorescence, 20 min; hits give high values; 1 = vehicle control, 0 substrate-free wells; activation factor at 20 µM; 0.005% of 190,000 active;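 active = activation factor of 2 or more at 20 µM, relative to plate controls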
Target sequence (P34949 whole entry, looked up): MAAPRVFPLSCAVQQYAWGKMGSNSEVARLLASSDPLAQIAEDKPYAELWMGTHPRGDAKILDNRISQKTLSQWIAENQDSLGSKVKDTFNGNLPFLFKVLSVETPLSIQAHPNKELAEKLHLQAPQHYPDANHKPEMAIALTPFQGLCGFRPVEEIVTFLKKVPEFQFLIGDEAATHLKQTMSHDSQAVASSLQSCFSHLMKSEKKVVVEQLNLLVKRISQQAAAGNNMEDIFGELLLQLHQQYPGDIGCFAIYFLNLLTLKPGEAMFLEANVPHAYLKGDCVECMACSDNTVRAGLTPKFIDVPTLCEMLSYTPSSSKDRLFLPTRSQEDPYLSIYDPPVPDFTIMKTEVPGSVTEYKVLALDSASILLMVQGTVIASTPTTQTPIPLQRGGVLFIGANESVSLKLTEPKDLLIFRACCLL
PMI act hi M6P: activators of human phosphomannose isomerase at near-saturating mannose 6-phosphate; P34949; coupled PMI enzyme assay, resazurin fluorescence, 20 min; hits give high values; 1 = untreated enzyme, 0 = substrate-free blank; activation factor at 20 µM; 0.34% of 190,000 active; AID 1216;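 active = activation factor of 2 or more at 20 µM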
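Material: human phosphomannose isomerase with PGI, G6PDH, diaphorase coupling enzymes. Quantity: 15 ng/mL PMI. Medium: HEPES pH 7.4 buffer with MgCl2 and Tween-20. Reagent: Near-saturating mannose-6-phosphate, 1.0 mM. Compound: 20 µM single dose. Times: enzyme reaction with compound 20 min at room temperature. Detection: resorufin fluorescence at Ex 544/Em 590 nm.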
TNAP inh no acc: TNAP (human) inhibition, acceptor-free conditions; P05186; inhibition, % at 20 µM; 0.26% of 200,000 active; purified TNAP, CDP-star luminescence, 30 min;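 active = tissue-nonspecific alkaline phosphatase inhibition above about 50% at 20 µM in the single-dose screen, limit read from the data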;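 note: 0% = DMSO negative control and 100% = EDTA positive control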
FLuc stim CS: firefly luciferase counter-screen for stimulation assays; ATPlite luciferase biochemical, luminescence, 10 min; 0 = ATP-free wells, 1 = DMSO control; activation factor at 10 µM; 200,000 tested, under 10 active; AID 1027;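 active = luciferase activation factor, scaled between plate controls, of at least 2 with compound at 10 µM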
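System: luciferase plus luciferin reagent, cell-free; medium: PBS as buffer for the ATP substrate; dosing: test compounds dosed from 2 mM stocks in 100% DMSO; timing: 10 min post-reagent at room temperature; measured by: luminescence measurement of luciferase light output; evaluation: luciferase activation, seen as luminescence increase over controls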
Starred values were filed as active, the others as inactive; . = not tested or not shown.

Below each compound – Efa HMGR inh	TNAP act hi DEA	G6PDH CS	TNAP inh hi DEA	Diaph inh CS	Diaphorase act	PMI act	PMI act hi M6P	TNAP inh no acc	FLuc stim CS
O=[N+]([O-])c1ccc(NCc2ccccn2)nc1
  -6	1	11	1	6	0.9	1	1	-4	1.1
COC(=O)CCN(C(=O)c1ccc2c(c1)OCO2)c1ccccn1
  -1	1.1	2	-6	15	0.9	0.9	1	-14	1
COc1c(C)cc(Br)cc1C(=O)Nc1cccc(-c2nc3ncccc3o2)c1
  -2	1	6	-2	26	0.7	0.9	0.9	-10	1
Cc1cccc(NC(=S)N(CCN(C)C)C(C)c2cccnc2)c1 (stereo unspecified)
  7	1	11	-4	0	1	1.1	1.1	-2	1.1
CN(C)/C=C(\C#N)C(=O)Nc1ccccc1
  -2	1	2	0	1	1	1.1	1.1	-14	0.9
COC(=O)CCC(=O)COc1ccccc1C#N
  -1	1	7	-5	12	0.9	1	0.9	-12	1
c1ccc2cc(CN3CCOCC3)ccc2c1
  -2	1	-2	-3	6	0.9	1	1	-13	1.1
CCOc1ccc(NC(=S)Nc2cccc3cnccc23)cc1
  -2	1	-2	2	55*	0.4	0.4	0.4	1	1.1
Cc1ccc(C(=O)N2CCN(c3ccc(C(F)(F)F)cn3)CC2)cc1
  4	1	4	0	8	0.9	0.8	1	-6	1
O=c1c2ccccc2nc(SCc2nnc(-c3ccccc3)o2)n1-c1ccccc1
  .	1.1	4	-7	36	0.6	0.9	0.8	-3	1.1
CCN1C(=O)C(CC(=O)Nc2ccc(F)cc2)N(Cc2ccco2)C1=S (stereo unspecified)
  -2	1	10	-4	6	0.9	1	1	-2	1.1
CCN1C(=O)/C(=C/c2ccc(C)s2)NC1=S
  0	0.9	2	11	39	0.6	1.1	1.1	23	1
CC(C)CNC(=O)c1c(N)n(/N=C/c2ccccn2)c2nc3ccccc3nc12
  -3	1	-35	-2	5	0.9	0.9	1	2	1.1
Cc1onc(-c2ccccc2)c1C(=O)Nc1ccncc1
  -1	1	10	-3	14	0.9	0.8	0.9	-5	1
COc1ccccc1C1C(C#N)=C(N)Oc2c1c(-c1ccccc1)nn2-c1ccccc1 (stereo unspecified)
  -1	1	-19	-2	31	0.7	0.9	1	-6	1
COc1ccc(OC)c(-c2csc(N(Cc3ccco3)C(=O)c3cccs3)n2)c1
  -5	1.1	9	-6	-8	1.1	0.9	1	4	1
O=c1c2c3n(c(=S)nc2[nH]n1-c1ccccc1)CCCCC3
  -2	1	0	-4	26	0.7	1	1	-10	1.1
CCCCNC(=O)CCn1c(=O)c2ccccc2n(Cc2ccc(Cl)cc2)c1=O
  -1	1	2	-1	-2	1	1	1.1	-13	1.1
Cc1cccc(C)c1NC(=O)CSc1nnc(C)n1CC1CCCO1 (stereo unspecified)
  -3	1	8	-3	.	.	.	.	-9	1.1
COc1ccc(N2CCN(C(=O)NCc3ccc(OC)c(Cl)c3)CC2)cc1
  -1	1	1	0	11	0.9	0.9	0.8	-4	1

Ordered by the number under Efa HMGR inh (largest number first): 4 of the compounds above
SMILES | Efa HMGR inh
Cc1ccc(C(=O)N2CCN(c3ccc(C(F)(F)F)cn3)CC2)cc1 | 4
CCCCNC(=O)CCn1c(=O)c2ccccc2n(Cc2ccc(Cl)cc2)c1=O | -1
CCOc1ccc(NC(=S)Nc2cccc3cnccc23)cc1 | -2
Cc1cccc(C)c1NC(=O)CSc1nnc(C)n1CC1CCCO1 (stereo unspecified) | -3

More structures follow:
Below each compound – Efa HMGR inh	TNAP act hi DEA	G6PDH CS	TNAP inh hi DEA	Diaph inh CS	Diaphorase act	PMI act	PMI act hi M6P	TNAP inh no acc	FLuc stim CS
COc1cccc(CNC(=O)c2nnn(CC(=O)Nc3ccc(C)c(C)c3)c2N)c1
  -1	1.1	-7	-6	10	0.9	1	1	-15	1.1
Cc1cccc(C)c1NC(=S)NN(Cc1ccccc1)c1ccccc1
  -2	0.9	-3	9	0	1	1	1	-5	1
CCOc1ccc(S(=O)(=O)Nc2ccc(C(=O)N/N=C/c3c(C)nn(-c4ccccc4)c3N3CCCC3)cc2)cc1
  1	1	-6	1	16	0.8	1.1	1	-10	1.1
CCC1(CC)NC(=O)N(CC(=O)NCc2ccc3c(c2)OCO3)C1=O
  0	1.1	4	-7	11	0.9	1.1	1	-7	1.1
O=C(CSc1nnc(COc2ccccc2)n1-c1ccccc1)c1cccs1
  -1	1	1	-2	20	0.8	1	1	3	1.2
CCOC(=O)C1CCCN(c2c(NCCCN(C)Cc3ccccc3)c(=O)c2=O)C1 (stereo unspecified)
  -10	1	0	-1	4	1	0.9	0.9	-13	1
COc1ccccc1-n1cnc2cc(C(=O)NCCCN3CCOCC3)ccc21
  5	1	-11	-2	6	0.9	1	1	-2	1.1
CC(=O)/C(=N/Nc1ccc(Br)cc1)Sc1cccc2cccnc12
  -2	1	8	4	8	0.9	1	1	3	1
CC1(C)CC(=O)C=C(Nc2ccccc2F)C1
  1	1	8	-1	13	0.9	0.9	0.9	-4	1
COC(=O)c1cc(NS(=O)(=O)c2ccc(N3CCCCCC3)c([N+](=O)[O-])c2)cc(C(=O)OC)c1
  -2	1	9	3	19	0.8	0.9	0.8	6	1.1
COc1cc(C2NC(=O)NC(C)=C2C(=O)OC2CCCC(C)C2)ccc1O (stereo unspecified)
  -1	1	-2	-1	9	0.9	0.9	0.9	7	1
COc1cc(C)c(C)cc1S(=O)(=O)N1CCN(Cc2ccc3c(c2)OCO3)CC1
  -5	1	18	-5	19	0.8	0.8	0.8	-8	1
COc1ccc(C(=O)NNC(=O)c2cccc(F)c2)cc1
  0	1.1	7	-6	-5	1.1	1.1	1	-8	1
CCNC(=O)CC1C(=O)N(c2ccc(F)cc2)C(=O)N1Cc1ccc(OC)cc1 (stereo unspecified)
  -4	1.1	9	-8	-20	1.2	1.2	1.2	3	1
COc1ccc(/C(N)=N/OC(=O)Cc2ccc(C)cc2)cc1OC
  -4	1	-9	-4	21	0.8	0.9	0.9	18	1.1
Cc1ccc(C2=NN3C(C2)c2ccccc2OC32C(=O)Nc3ccccc32)cc1 (stereo unspecified)
  -4	1	2	1	18	0.8	0.9	0.9	19	1
O=C(Cn1nnc(-c2ccc(S(=O)(=O)N3CCCC3)cc2)n1)Nc1ccccc1-n1cccc1
  1	1	10	-5	15	0.9	1	1	-10	1.1
Cn1c(=O)[nH]c(=O)c2c1nc(N1CCN(c3cccc(Cl)c3)CC1)n2CCCc1ccccc1
  -1	1	-40	-4	7	0.9	1.2	1.4	-9	1.1
Cc1cc(NC(=O)CC(C)(C)C)nc2c1c(=O)oc1ccccc12
  -4	1	7	-1	7	0.9	1	1	-9	1
CC1(C)CC(=O)C=C(NCCc2ccc(S(N)(=O)=O)cc2)C1
  -7	1	1	3	5	1	0.9	1	-2	1

Of the compounds above, 3 have two or more sulfur atoms.
Below each compound – Efa HMGR inh	TNAP act hi DEA	G6PDH CS	TNAP inh hi DEA	Diaph inh CS	Diaphorase act	PMI act	PMI act hi M6P	TNAP inh no acc	FLuc stim CS
CCN1C(=O)/C(=C/c2ccc(C)s2)NC1=S
  0	0.9	2	11	39	0.6	1.1	1.1	23	1
COc1ccc(OC)c(-c2csc(N(Cc3ccco3)C(=O)c3cccs3)n2)c1
  -5	1.1	9	-6	-8	1.1	0.9	1	4	1
O=C(CSc1nnc(COc2ccccc2)n1-c1ccccc1)c1cccs1
  -1	1	1	-2	20	0.8	1	1	3	1.2

Further entries:
Below each compound – Efa HMGR inh	TNAP act hi DEA	G6PDH CS	TNAP inh hi DEA	Diaph inh CS	Diaphorase act	PMI act	PMI act hi M6P	TNAP inh no acc	FLuc stim CS
COc1ccc(OCC(=O)NNC(=O)c2cc3ccccc3o2)cc1
  -5	1	9	-4	11	0.9	1.1	1	-155	1.1
Cc1cccc(OCCn2c(CCCO)nc3ccccc32)c1
  -4	1	3	-1	12	0.9	0.9	0.8	-4	1
Cc1ccc(C(c2nnnn2CC2CCCO2)N2CCN(C)CC2)cc1 (stereo unspecified)
  -7	1.1	10	-6	9	0.9	1	1.2	-9	1.1
Cc1c(NC(=O)C(C)N2C(=O)C3C4C=CC(C4)C3C2=O)c(=O)n(-c2ccccc2)n1C (stereo unspecified)
  5	1	4	-4	16	0.8	0.9	0.9	-16	1
CCCCOC(=O)CCc1c(C)[nH]c(=S)[nH]c1=O
  -2	1	2	-1	5	1	1	1	-5	1
COc1ccc(C(=O)NNC(=O)c2ccccc2[N+](=O)[O-])cc1
  4	1	-8	2	6	0.9	0.9	1	-12	0.7
Cc1ccccc1NC1=CC(=O)CC(C)(C)C1
  2	1	5	-3	3	1	1.1	1	-9	1
COc1cc(C(=O)NCC(=O)N/N=C(/C)c2ccc3c(c2)CCCC3)cc(OC)c1OC
  -4	1.1	-8	-8	-10	1.1	1	1	-10	1
COC(=O)N1CN(C(=O)OC)CN(C(=O)OC)C1
  -6	1	0	0	9	0.9	1	1	-5	1.1
CCN(Cc1ccccc1)C(c1ccncc1)c1nnnn1C(C)(C)C (stereo unspecified)
  -5	1	3	-1	12	0.9	0.9	1	-1	1.1
COCCCNC(=S)NCCCNc1nc2cc3c(cc2cc1C#N)OCO3
  6	1	-35	-3	13	0.9	1.4	2.1*	-26	1
CCC(=O)Nc1ccc(N2CCN(C(=O)c3cccs3)CC2)cc1
  0	1	7	0	13	0.9	0.9	0.8	-4	1
c1ccc2cc(OCCN3CCCC3)ccc2c1
  -8	1.1	10	-6	0	1	1	1	2	1.1
CN1CCN(C(=O)CCN2C(=O)S/C(=C/c3ccc(Cl)cc3)C2=O)CC1
  -4	1	18	-2	-24	1.2	1.1	1.1	8	0.9
COc1ccc(Nc2nccc(N(C)C)c2C#N)cc1
  -2	1.1	16	-6	9	0.9	0.8	0.8	-8	1
